Source: PubChem
Giardia kill: Giardia lamblia killing. Giardia lamblia trophozoite viability. activity change, % at 7.66 µM, hits read low. 340,000 tested, 0.15% active. AID 540267; in the data active = activity change below about -80%; inconclusive = between about -30% and that limit;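 note: parasites exposed to compound for two days anaerobically before the ATP read; % is set by controls: 0 for no effect and ±100 for the full control effect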
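Giardia trophozoites, 100 cells per well, were exposed to compounds for 48 hrs at 37 deg C under anaerobic conditions; viability was then read as ATP content by bioluminescence after 15-30 min at room temperature.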
MLL CXXC-DNA inh: inhibitors of human MLL CXXC domain-DNA interaction | Q03164 | MLL-CXXC / FITC-HOXA9 DNA fluorescence polarization | Potency, µM (doses to about 115 µM), for the others: at the top dose activity change, negative = inhibition, hits mostly inhibitors | 290,000 tested, 0.037% active; active = well fitted inhibition curve with a large enough effect in the polarisation, with a control signal flat, not every such curve was filed as active; inconclusive = small, poorly fitted or top-dose-only effect, or effect the other way, or a change in a side signal; inactive = no such curve, though single readings can be large or run the other way; the % refers to the polarisation; note: potency is the fitted concentration of half-maximal effect
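Purified MLL-CXXC (added from a 7 uM solution) was preincubated 5 min at ambient with pinned compounds in 50 mM Tris-HCl pH 7.5, 50 mM NaCl, 1 mM DTT, 0.05% BSA. Fluorescein-labeled HOX-A9 DNA (50 nM solution) followed, 30 min, then polarization read.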
GALK inh: blocks human galactokinase activity | Purified GALK, Kinase-Glo residual ATP luminescence | Potency, µM (highest dose often 57.5 µM), for inactives: top-dose activity change, negative = inhibition, most hits filed as inhibitors | 270,000 tested, 0.007% active; note: potency is the fitted concentration of half-maximal effect; % is set by controls: 0 for no effect and ±100 for the full control effect
Target sequence (P51570 whole entry, looked up): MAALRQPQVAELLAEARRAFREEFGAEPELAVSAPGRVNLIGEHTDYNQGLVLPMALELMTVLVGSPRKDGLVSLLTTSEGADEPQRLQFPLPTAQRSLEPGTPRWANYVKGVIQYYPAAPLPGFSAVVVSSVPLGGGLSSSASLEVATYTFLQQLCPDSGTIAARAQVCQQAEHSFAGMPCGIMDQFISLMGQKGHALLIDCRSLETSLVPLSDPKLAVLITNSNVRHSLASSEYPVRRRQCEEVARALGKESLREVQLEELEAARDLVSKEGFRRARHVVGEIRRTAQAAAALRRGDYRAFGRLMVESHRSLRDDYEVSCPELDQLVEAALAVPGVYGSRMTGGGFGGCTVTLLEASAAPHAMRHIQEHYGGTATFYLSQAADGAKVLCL
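Luminescence from leftover ATP (Ultra-Glo luciferase/luciferin) served as read-out after a 1 h room-temperature reaction of 5 nM GALK with 35 uM ATP and 100 uM galactose.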
BCR signal inh: chronic active BCR signaling inhibition; ABC-DLBCL IkBa-CBG/CBR reporter, luminescence ratio, 4 h; Potency, µM (top dose mostly 46.1 µM), without a hit: at the highest dose ratio change, negative = lower green/red ratio, usual class: inhibitors; 340,000 tested, 0.05% active; active = well fitted inhibition curve with a large enough effect in the signal ratio, with a control signal flat, not every such curve was filed as active; inconclusive = small, poorly fitted or top-dose-only effect, or effect the other way, or a change in a side signal; the % refers to the signal ratio;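 note: potency is the fitted concentration of half-maximal effect; plate controls were basal doxycycline-induced cells for no effect and cells given 10 µM MG132 for full effect; MG132 reads +100%, hits lower the ratio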
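Compounds up to 46 uM were incubated four hours with TMD8 cells whose green CBG68 luciferase is fused to IkappaBalpha; red CBR luminescence normalised the signal, and concentration-effect curves were fitted to fusion, red and ratio data.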
KCNH2 WT inh: inhibitors of human wildtype KCNH2 potassium channel. AID 720551. 340,000 tested, 0.37% active. activity change, % at 1.84 µM. U2OS, BacMam KCNH2, thallium flux FluxOr; stronger effect = lower value;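 active = maximum activity change below -70%; inconclusive = maximum activity change between -70% and -50%; inactive = maximum activity change above -50%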; note: % is set by controls: 0 for no effect and ±100 for the full control effect
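U2OS cells were transduced with wild-type KCNH2 virus (2.03 x 10^8 / mL) for 4 h at room temperature, then cultured overnight at 37 C. Thallium flux was read with FluxOr dye. Rate constants were normalized to DMSO controls.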
Tb PFK inh: inhibitors of T. brucei phosphofructokinase; 330,000 tested, 0.17% active; Potency, µM (top dose mostly 57.5 µM), inactives show top-dose activity, negative = inhibition, hits mostly inhibitors; T. brucei PFK, ADP-Glo luminescence; O15648;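 note: potency is the fitted concentration of half-maximal effect; 0% = uninhibited 1x PFK enzyme wells and -100% = no-enzyme wells; nearly all actives have a fitted effect of over 60% in size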
Target sequence (O15648 whole entry, looked up): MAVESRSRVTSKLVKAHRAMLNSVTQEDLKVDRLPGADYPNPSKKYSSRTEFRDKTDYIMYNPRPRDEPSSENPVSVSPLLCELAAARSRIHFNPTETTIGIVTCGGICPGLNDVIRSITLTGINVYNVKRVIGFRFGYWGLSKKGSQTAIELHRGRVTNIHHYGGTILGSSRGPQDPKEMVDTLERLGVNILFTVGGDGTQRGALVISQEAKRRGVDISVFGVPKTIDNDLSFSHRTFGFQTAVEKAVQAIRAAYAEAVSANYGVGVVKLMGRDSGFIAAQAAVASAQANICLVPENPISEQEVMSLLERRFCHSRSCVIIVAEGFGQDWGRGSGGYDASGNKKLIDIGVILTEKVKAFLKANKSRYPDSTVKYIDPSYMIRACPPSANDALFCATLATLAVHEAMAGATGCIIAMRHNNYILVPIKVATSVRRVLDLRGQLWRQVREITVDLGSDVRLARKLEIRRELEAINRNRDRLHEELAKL
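ADP-Glo luminescence quantified ADP after 45 min at room temperature, with 1.25 nM T. brucei PFK, 0.1 mM ATP and 0.5 mM fructose-6-phosphate in pH 8.0 TEA buffer. qHTS titrations up to 57 µM; curves classified by quality.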
TCR activator: activates T cell receptor signaling | 330,000 tested, under 10 active | primary human leukocytes, anti-CD3, IL-2 HTRF, 48 h | AID 504894 | Potency, µM (doses to about 9.22 µM), for the others: top-dose activation of IL-2 secretion, actives largely listed as activators; note: % of control where 0% means no effect
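Primary human leukocytes receive a-CD3 beads and test compound and are incubated 48 hr. Secreted IL-2 is then assayed by HTRF, measuring 665nm acceptor emission after 320nm excitation of the europium donor.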
AT treatment: potential ataxia-telangiectasia treatments restoring KAP-1 phosphorylation; […] A-T fibroblasts, KAP-1 phosphorylation AlphaLISA; neocarzinostatin DNA damage 30 min before lysis; Potency, µM (titrated, usually from 57.5 µM), without a hit: at the highest dose activation, actives largely listed as activators; 320,000 tested, 0.19% active; AID 485349; note: potency is the fitted concentration of half-maximal effect; % of control where 0% means no effect; nearly all actives have a fitted effect of over 45% in size
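hTERT-immortalized A-T patient fibroblasts ([…]), 500 cells/well in OPTI-MEM, 1% FBS, got compounds for 60 min, then NCS for 30 min at 37C. Lysates were then assayed for phospho-KAP-1 by AlphaLISA (anti-pKAP1 donor, anti-KAP1 acceptor beads), 6 hr at 25C.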
Coupling enz: coupling enzyme interference in Giardia aldolase counter-screen; coupling enzyme system counterscreen, AmpLite Red fluorescence; activity change, negative = inhibition, % at 58.2 µM, hits read low; 290,000 tested, 0.67% active; AID 2472; in the data active = activity change below about -30%; note: % is set by controls: 0 for no effect and ±100 for the full control effect
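Final compound at 57.5 uM, incubated 10 min at RT with coupling enzyme reagent (glyceraldehyde-3-phosphate), then 20 min with substrate and AmpLite Red detection. Fluorescence read at 525/598 nm; tests interference with the coupling assay, not aldolase inhibition.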
TSHR antagonist: antagonists of human thyroid stimulating hormone receptor. 330,000 tested, 0.2% active. P16473. AID 504810. activity change, negative = inhibition, % at 11.5 µM. TSHR-expressing cells, TSH-stimulated cAMP HTRF, 2 h; stronger effect = lower value;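 active = activity change below a set negative limit, meaning inhibition stronger than a set level, cut at about -70% in these data; inconclusive = activity change between two set negative limits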; note: % is set by controls: 0 for no effect and ±100 for the full control effect
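Read-out is FRET at 665 nm (cryptate excitation 337 nm) from a cryptate-tagged anti-cAMP antibody, competed by cell cAMP against cAMP-d2. Compounds are tested on freshly harvested TSHR cells challenged with 4nM TSH (EC80) for 2 hours at 37 deg C.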
* hit, by the source's call; ? = inconclusive; . = no result given; & = joins results of further samples; [ ] = another dose, or the depositor's remark. Unless noted, calls come from the whole dose curve; as a rule, active = well fitted curve in the direction sought with a large enough effect; inconclusive = small, poorly fitted or top-dose-only effect, or another doubt; inactive = no such curve, though single readings can be large; an effect the other way counts as inactive or inconclusive.

SMILES	Giardia kill	MLL CXXC-DNA inh	GALK inh	BCR signal inh	KCNH2 WT inh	Tb PFK inh	TCR activator	AT treatment	Coupling enz	TSHR antagonist
CC(C)Cc1csc(NC(=O)c2ccc(F)cc2)c1C(=O)O	14	-8%	.	?	-2	-3%	0%[46.1 µM]	5%	-21	-28
O=C(O)c1ccc(NC(=O)c2ccccc2NC(=O)c2ccccc2Cl)cc1	2	0%	3%	14%	0	-5%	.	1%	7	-7
COc1ccc(NC(=O)c2ccccc2C)c(OC)c1	2	-2%	2%	-4%	5	3%	.	-2%	-1	12
O=C(Nc1cnc2ccccc2c1)N1CCOCC1	-25	-2%	2%	-6%	3	2%	-3%	2%	3	4
CCc1nnc(NC(=O)C23CC4CC(CC(C4)C2)C3)s1	7	-3%	8%	10%	.	-1%	-2%	-8%	3	-9
Cc1ccccc1NC(=O)CCN1CCN(C)CC1	-7	5%	0%	4%	3	1%	.	-6%	0	-17
COc1ccc(OC)c(C(C(=O)NCc2ccco2)N(C(=O)Cn2nnc3ccccc32)C2CC2)c1 (stereo not drawn)	-7	-17%	2%	0%	0	-3%	-4%	-2%	3	6
C=CCSc1nc(C)c(CCCC)c(=O)[nH]1	9	-1%	-1%	?	4	2%	-3%	-1%[11.5 µM]	-5	-8
CC(C)(C)c1ccc(N=C2SCC(=O)N2Cc2cccs2)cc1	6	-12%	-2%	?	1	2%	-2%	2%	-9	-29
Cc1ccc(/C=C2\SC(=S)N(CCC(=O)NCCCN3CCOCC3)C2=O)cc1	17	1%	-2%	?	8	0%	-5%	0%	0	-7
Cc1cc(OCC(=O)NC2CC2)c2c(C)cc(=O)oc2c1	25	6%	-1%	-1%	2	1%	-3%	2%	1	3
COc1ccc(C(C(=O)NC(C)(C)C)N(C(=O)CCC(=O)Nc2cc(C)on2)c2ccc(C)c(C)c2)cc1 (stereo not drawn)	9	25%	-2%	5%	-1	2%	-4%	-1%	-1	-14
O=C(O)c1ccc(S(=O)(=O)c2ccccc2)cc1	-4	5%	-2%	6%	0	-2%	5%	1%	14	18
COCCn1c(SCC#N)nnc1-c1ccccc1	-18	10%	1%	2%	-3	4%	-5%	.	-1	25
Cc1nn(-c2cc(C(F)(F)F)ccn2)c(=O)o1	-18	5%	-2%	10%	2	5%	-6%	3%	-2	-1
COc1ccc(-n2c(SCC(=O)NCc3cccs3)nc3[nH]ncc3c2=O)cc1	-11	-8%	0%	-1%	2	-1%	0%	-2%	2	-7
O=C(Nc1ccccc1N1CCOCC1)c1ccc2nc[nH]c2c1	-9	13%	10%	-29%	-5	1%	-10%	2%	3	7
CCOC(=O)/C(=C/c1ccc(F)cc1)NC(C)=O	-7	-19%	0%	5%	3	-6%	3%[46.1 µM]	-4%	2	23
Cc1ccc2sc(NC(=O)CN3C(=O)CCC3=O)nc2c1C	27	5%	-3%	?	4	-3%	-4%	0%	1	2
NC(=O)c1ncc(C(F)(F)F)cc1Oc1cccc(F)c1	-15	38%[activator]	4%	0%	1	0%	-1%	.	3	9
Cc1ccc(C(=O)NCC(=O)OCn2nnc3ccccc3c2=O)cc1	-23	.	.	1%	-1	-3%	5%	1%	.	-1
Clc1ccc(-c2nnc3c4ccccc4nc(N4CCOCC4)n23)cc1Cl	5	12%	0%	?	5	-2%	-4%	-7%	1	-11
N#CCCn1cc(/C=C2\NC(=S)N(c3ccccc3)C2=O)c(-c2ccc(F)cc2)n1	0	2%	2%	?	1	-4%	-1%	-8%	-11	-5
CC(C)n1nccc1NC(=O)Nc1ccccc1	0	-1%	5%	-3%	-1	2%	-6%	-1%	-1	4
CC(=O)c1sc(N/N=C/c2cccc([N+](=O)[O-])c2)nc1C	-14	2%	6%	10%	0	1%	1%	2%	4	7
CC(C)COC(=O)c1ccc2c(c1O)C(=O)c1ccccc1C2=O	-14	-6%	2%	?	38	-1%	1%	-3%	-41*	0
CCOC(=O)CC(=O)CSc1[nH]c(=O)cc(C)c1C#N	-13	-2%	5%	.	-5	.	8%	.	6	.
CCn1c(SCC(=O)n2c(C)c(C)c3ccccc32)nnc1-c1ccco1	9	-5%	-2%	?	1	-5%	.	4%	-6	-5
Cc1ccc(S(=O)(=O)N2CCC(C(=O)Nc3ccc(S(=O)(=O)N4CCCC4)cc3)CC2)cc1C	29	.	.	2%	0	2%	2%	1%	.	-11
O=C(CSc1nnc(-c2ccc(F)cc2)c2ccccc12)Nc1c(F)cccc1F	6	-1%	0%	?	-8	5%	3%[46.1 µM]	13%	1	-2
CC(=O)OCC(CCn1cnc2cnc(N)nc21)COC(C)=O	.	-1%&0%	-1%	-12%	.	4%	.	.	0&1	7
COc1ccc(-n2cccc2C=O)cc1OC	4	-2%	-3%	7%	-19	2%	0%	-4%	4	19
Cc1cc(C)nc(N/N=C/c2cn[nH]c2-c2ccc(F)cc2)n1	-14	11%	-2%	-1%	4	1%	-4%	4%	-2	-16
Cc1ccc(OCC(=O)NNC(=O)C(=O)NC(C)(C)C)cc1	11	8%	0%	3%	13	5%	-5%[46.1 µM]	-2%	4	7
CCc1ccc(NC(=O)c2cc(-c3ccc4c(c3)OCO4)on2)cc1	-12	4%	1%	-17%	-17	3%	-23%	-2%	0	-6
CC1CCN(c2ccc(/C=C(\C#N)c3nn(-c4ccccc4)c(N)c3C#N)cc2[N+](=O)[O-])CC1	-9	4%	2%	-4%	0	0%	-6%[46.1 µM]	4%	0	-4
Cc1cc(C)nc(SCC(=O)N/N=C/c2cccn2-c2cccc(C(F)(F)F)c2)n1	-13	-7%	.	?	-1	-3%	2%	7%	-2	.
OC[C@@H]1CCCN1Cc1cn(-c2ccccc2)nc1-c1ccc2c(c1)OCO2	46[activator]	4%	-3%	-8%	-1	0%	-1%	-1%	2	13
C=CCc1cc(Cl)ccc1OCCCn1ccnc1	27	12%	2%	-5%	0	1%	-3%	-5%	6	0
NC(=O)CCC(NS(=O)(=O)c1ccc(Cl)cc1)C(=O)NCc1ccccc1Cl (stereo not drawn)	34[activator]	1%	1%	-10%	11	6%	-4%[46.1 µM]	-4%	1	-3
CC1CC(C)CN(C(=O)CSc2nnc(N)s2)C1 (stereo not drawn)	9	3%	9%	-1%	0	2%	1%	5%	0	33
CCc1ccccc1NC(=O)CN(C)C(=O)CSc1nnc(Nc2cccc(C)c2)s1	-10	-1%	0%	-1%	5	0%	0%[46.1 µM]	-6%	-5	-2
O=C(NCCCN1CCOCC1)c1ccc(Br)cc1	9	-8%	2%	7%	-6	-1%	1%	8%	2	7
COc1ccc(CCNC(=O)Cn2c(=O)n(-c3ccc(F)cc3)c(=O)c3sccc32)cc1OC	4	-2%	-1%	3%	-5	-7%	-5%	-2%	-2	-1
Cn1c(=O)c2c(nc(N3CCCCC3)n2CCNC2=NCCC2)n(C)c1=O	-1	-7%	1%	4%	9	-10%	4%	0%	1	11
c1cc2c3c(cccc3c1)C(N1CCCCC1)=N2	-5	-19%	3%	-3%	-2	-1%	5%	5%	-16	-6
Cc1nnc(SCC(=O)c2ccc(Cl)cc2)n(N)c1=O	-20	-9%	-2%	4%	-3	-1%	.	-4%	6	3
CCOC(=O)C1CCN(CC(O)COc2ccc(C(C)(C)CC)cc2)CC1 (stereo not drawn)	-6	-5%	5%	3%	-13	-7%	0%	-2%	1	1
Cc1ccsc1CNCc1cc(Cl)ccc1O	-2	.	.	?	-9	0%	1%	25%	.	-3
COc1ccc(C2c3ccc(O)cc3Oc3ncn(CC(C)C)c(=N)c32)cc1 (stereo not drawn)	-15	1%	-3%	-19%	1	0%	3%	2.8µM*	-2	34
O=C(CCOc1ccc(F)cc1)Nc1nccs1	18	0%	2%	17%	-17	-4%	-3%	-6%	1	3
COC(=O)c1[nH]c(C)c(/C(O)=C2\C(=O)C(=O)N(CCN(C)C)C2c2ccc(C)o2)c1C (stereo not drawn)	-7	2%	5%	0%	-8	-5%	3%	7%	-4	0
Cc1nc(=O)c(-c2ccccc2)c(C)n1Cc1ccccc1	-4	-5%	2%	4%	2	1%	0%	-1%	-1	-4
COc1ccc(N2CCN(c3nc4c(c(=O)n(C)c(=O)n4C)n3CCCc3ccccc3)CC2)cc1	4	-2%	2%	4%	-5	-1%	14%	-5%	3	6
CCNC(=S)Nc1cccc([N+](=O)[O-])c1	.	1%	1%	5%	.	1%	-1%[46.1 µM]	-10%	2	2
O=C(Nc1cc2c(cc1Br)OCCO2)c1ccc(=O)[nH]c1	21	.	.	?	4	9%	11%	21%	.	.
CCC(=O)NC(C)c1nc2ccccc2n1C (stereo not drawn)	8	1%	-3%	8%	1	6%	4%	5%	1	14

Hits appear at their usual frequency, and some 1.6% of all compounds hit somewhere here.
